# Source: PubChem
# GPT2 inhibitor – blocks human glutamate pyruvate transaminase 2; Q8TD30; Recombinant GPT2, coupled pyruvate oxidase/HRP Amplex Red fluorescence; Potency, µM (series often up to 57.7 µM), inactives show at the top dose activity change, negative = inhibition, most hits filed as inhibitors; actives 0.25% (n = 100,000); note: potency is the fitted concentration of half-maximal effect; nearly all actives have a fitted effect of over 60% in size; many of its hits are not listed in these tables
# Target sequence (Q8TD30 whole entry, looked up): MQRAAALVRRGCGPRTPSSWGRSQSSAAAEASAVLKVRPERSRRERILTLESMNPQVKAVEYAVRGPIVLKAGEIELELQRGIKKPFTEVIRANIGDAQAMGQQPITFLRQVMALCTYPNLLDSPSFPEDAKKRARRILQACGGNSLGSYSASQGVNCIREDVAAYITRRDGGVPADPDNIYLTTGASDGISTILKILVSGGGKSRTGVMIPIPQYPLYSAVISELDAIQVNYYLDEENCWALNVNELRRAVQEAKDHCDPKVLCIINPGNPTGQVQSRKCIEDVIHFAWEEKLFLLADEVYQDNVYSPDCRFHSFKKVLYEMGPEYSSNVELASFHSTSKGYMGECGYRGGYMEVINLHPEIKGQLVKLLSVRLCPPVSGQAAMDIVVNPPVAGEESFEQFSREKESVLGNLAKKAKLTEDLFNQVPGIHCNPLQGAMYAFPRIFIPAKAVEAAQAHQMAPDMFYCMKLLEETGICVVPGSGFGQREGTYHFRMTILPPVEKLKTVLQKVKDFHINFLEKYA
#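 Fluorescence of coupled pyruvate oxidase/HRP/Amplex Red system (50uM Amplex, 30 min, dark) reports pyruvate formed by GPT2. Enzyme reaction: 10ng/uL GPT2, 2mM L-alanine, 250uM a-KG, 30 min room temperature, pH 7.5; 50uM AOA control.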
# SNCA viab count – reduces viability of HEK-293 SNCA reporter cells | Potency, µM (top dose mostly 57.1 µM), for inactives: at the top dose activity change, negative = cytotoxicity, usual class: cytotoxic | actives 0.12% (n = 150,000) | HEK-293-SNCA-luc viability, GF-AFC fluorescence, 24 h | AID 1671193;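 note: potency is the fitted concentration of half-maximal effect; 0% = DMSO-treated cells and -100% = medium-only wells without cells; nearly all actives have a fitted effect of over 30% in size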
#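 Cytotoxicity counterscreen: after 24 h compound treatment of genome-edited SNCA-luciferase HEK-293 cells, live-cell protease substrate GF-AFC read by fluorescence after 30 min; activity scaled between DMSO (0%) and medium-only (-100%), curves Hill-fitted.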
# 3T3 cytotox – cytotoxic compounds in NIH 3T3 cells. NIH 3T3 viability, CellTiter-Glo ATP luminescence, 48-72 h. Potency, µM (doses to about 96.7 µM), inactives show top-dose activity change, negative = cytotoxicity, hits mostly inhibitors. actives 4.3% (n = 94,000). AID 1345082; note: potency is the fitted concentration of half-maximal effect; nearly all actives have a fitted effect of over 55% in size
#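 Cells were seeded at 400 per well, treated with pin-transferred compound, and kept 48 or 72 hr at 37 °C before CellTiter-Glo addition and luminescence imaging of cellular ATP.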
# HEK cytotox – cytotoxic compounds in HEK 293 cells; HEK 293 viability, ATP luminescence (CellTiter-Glo), 48-72 h; Potency, µM (series often up to 115 µM), for inactives: at the highest dose activity change, negative = cytotoxicity, most hits filed as inhibitors; actives 6.6% (n = 94,000); AID 1345083; note: potency is the fitted concentration of half-maximal effect; nearly all actives have a fitted effect of over 60% in size
#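 250 HEK 293 cells/well; compound by pintool; incubated 48 or 72 hr at 37 degree Celsius; CellTiter-Glo added, 10 min RT, luminescence imaged.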
# FLuc inh – blocks purified firefly luciferase enzyme activity | Potency, µM (top dose mostly 115 µM), for the others: at the highest dose activity change, negative = inhibition, actives largely listed as inhibitors | actives 2.5% (n = 76,000) | purified P. pyralis luciferase, luminescence, biochemical | P08659; note: potency is the fitted concentration of half-maximal effect; nearly all actives have a fitted effect of over 65% in size
# Target sequence (P08659 whole entry, looked up): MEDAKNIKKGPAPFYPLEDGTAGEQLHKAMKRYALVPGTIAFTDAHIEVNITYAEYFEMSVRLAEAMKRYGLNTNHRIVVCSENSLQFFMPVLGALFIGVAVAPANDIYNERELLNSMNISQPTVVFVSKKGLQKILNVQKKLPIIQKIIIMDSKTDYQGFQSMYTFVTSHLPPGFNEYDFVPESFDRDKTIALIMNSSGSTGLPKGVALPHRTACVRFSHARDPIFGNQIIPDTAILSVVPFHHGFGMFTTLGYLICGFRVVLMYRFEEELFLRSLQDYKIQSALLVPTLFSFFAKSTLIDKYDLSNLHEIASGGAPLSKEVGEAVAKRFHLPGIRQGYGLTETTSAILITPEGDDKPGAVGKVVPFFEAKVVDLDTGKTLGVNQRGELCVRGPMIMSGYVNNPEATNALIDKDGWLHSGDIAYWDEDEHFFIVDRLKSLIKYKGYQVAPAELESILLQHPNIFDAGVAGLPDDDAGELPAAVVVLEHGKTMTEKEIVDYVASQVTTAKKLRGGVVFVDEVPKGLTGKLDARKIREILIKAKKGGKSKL
#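 FLuc 10nM, D-luciferin 10uM, ATP 10uM, Mg acetate 10mM, Tris acetate pH 7.5, Tween/BSA; cpd qHTS; enzyme added last; CCD luminescence.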
# SNCA expr inhib – SNCA gene expression inhibition; AID 1671194; Potency, µM (titrated, usually from 57.2 µM), inactives show at the top dose activity change, negative = inhibition, usual class: inhibitors; HEK-293 SNCA-luciferase knock-in, luminescence, 24 h; actives 0.17% (n = 140,000);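 note: potency is the fitted concentration of half-maximal effect; plate controls were DMSO cells for no effect and cell-free wells for full effect; nearly all actives have a fitted effect of over 45% in size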
# IP6K1 inh – blocks human inositol hexakisphosphate kinase 1; IP6K1 kinase, ADP-Glo luminescence, 2 h; active compounds read low; activity change, % (series mostly up to about 58 µM); actives 0.81% (n = 140,000); Q92551; AID 1645851; in the data active = activity change below about -25%
#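 ADP-Glo luminescence measures ADP made by human IP6K1 during a 2 h RT reaction with ATP/IP6 (mix at 1.3 mM/130 uM); top library doses 57.5 and 19.1 uM final.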
# Numbers without * were called inactive; i = inactive; ? = inconclusive; . = not tested or not shown; [ ] = another dose, or the depositor's remark. Unless noted, calls come from the whole dose curve; as a rule, active = well fitted curve in the direction sought with a large enough effect; inconclusive = small, poorly fitted or top-dose-only effect, or another doubt; inactive = no such curve, though single readings can be large; an effect the other way counts as inactive or inconclusive. Unless noted, % is set by controls: 0 for no effect and ±100 for the full control effect. These rows are one share of the data; the hit share may differ from the screen's.
SMILES,GPT2 inhibitor,SNCA viab count,3T3 cytotox,HEK cytotox,FLuc inh,SNCA expr inhib,IP6K1 inh
O=c1n(-c2ccc(Cl)cc2)nc2n1CCN(Cc1cccnc1)C2,0%,-8%,-19%,?,.,107%[activator],0
O=C(Nc1ccc(S(=O)(=O)Nc2nccs2)cc1)C(c1ccccc1)c1ccccc1,?,-24%,.,.,.,.,8
CCC1=Nc2cc(C(=O)NC3CCCC3)ccc2Sc2ccc(Cl)cc21,.,-24%,.,.,.,-6%,0
O=C(Nc1cc(F)c(F)c(F)c1)N1CCC(Oc2ncccc2C(=O)N2CCCCC2)C1 (stereo not given),i,-7%,?,7%,0%,5%,12
O=C(c1ccccc1)N1CCC2(CC1)N=C(c1ccc(Cl)cc1)NO2,-6%,7%,-9%,?,-11%,-22%,1
COCC(=O)NC1CCN(Cc2ccc(-c3ccccc3OC)cc2)C1 (stereo not given),.,.,?,?,.,.,12
CN1c2cccnc2CN(C(=O)Nc2cccc(F)c2)CC[C@H]1CO,1%[88.5 µM],-4%[87.6 µM],-11%[174 µM],-3%[172 µM],5%[172 µM],-14%[87.6 µM],1
Cn1ncc2c(C(=O)Nc3cccc(Cl)c3)cc(-c3ccccc3C(F)(F)F)nc21,.,.,-10%,?,.,.,-2
Cc1cc(NC(=O)c2ccc(CN3CC[C@H](O)C3)cc2)ccc1F,2%[11.5 µM],-14%,?,?,0.89µM*,?,-7
O=C1O[C@@H]2CN(S(=O)(=O)N3CCCC3)C[C@@H]2N1CCCc1ccc(F)cc1,-40%,?,-6%,-24%,-7%,?,9
COc1ccc(-c2ccc3onc(C)c3n2)cc1OC,-1%[88.5 µM],0%[87.6 µM],40µM*,?,-21%[230 µM],98%[activator][87.6 µM],-18
CCn1nccc1C(=O)NCCC1CCN(C(=O)Nc2ccc(F)cc2)CC1,1%,-7%,-10%,1%,8%,-22%,-9
CCCN1CCC=C(c2cc(-c3ccc(C)cc3)no2)C1,?,7%,.,.,.,.,-15
CC(C)c1nc2c(c(-c3ccc(Cl)cc3)n1)CCN(Cc1cccnc1)CC2,i,-4%,-23%,?,.,-16%,-4
O=C(Nc1ccc([C@@H](O)[C@H]2COCC(=O)N2Cc2ccc(F)cc2)cc1)c1cnccn1,i,1%,2%,?,-4%,41%[activator],-4
Cc1ccc(NC(=O)N2CC3CCCN3c3ccccc32)c(C)c1 (stereo not given),.,6%,.,.,.,32%[activator],-1
Cc1ccc(N2CCN(C(=O)c3cn(C)c4ccc(S(=O)(=O)N(C)C)cc4c3=O)CC2C)cc1 (stereo not given),.,-5%,.,.,.,3%,-5
COC(=O)c1ccccc1NC(=O)c1cc(=O)c2ccc(C)c(C)c2o1,.,6%,.,.,.,7%,-21
CCCN(CC1CCOC1)C(=O)Nc1ccc(C)c(F)c1 (stereo not given),i,3%,i,4%,?,74%[activator],8
CC(C)N1CCN(C(=O)C2Cn3cccc3C(=O)N2Cc2cccnc2)CC1 (stereo not given),i,5%,-5%,-5%,8%,-18%,-12

# Ordered by formula weight (rising): part of the list above.
SMILES,GPT2 inhibitor,SNCA viab count,3T3 cytotox,HEK cytotox,FLuc inh,SNCA expr inhib,IP6K1 inh
Cc1ccc(NC(=O)N2CC3CCCN3c3ccccc32)c(C)c1 (stereo not given),.,6%,.,.,.,32%[activator],-1
Cc1cc(NC(=O)c2ccc(CN3CC[C@H](O)C3)cc2)ccc1F,2%[11.5 µM],-14%,?,?,0.89µM*,?,-7
O=C(c1ccccc1)N1CCC2(CC1)N=C(c1ccc(Cl)cc1)NO2,-6%,7%,-9%,?,-11%,-22%,1

# The listing picks up; the 5 compounds before the break are reprinted first.
SMILES,GPT2 inhibitor,SNCA viab count,3T3 cytotox,HEK cytotox,FLuc inh,SNCA expr inhib,IP6K1 inh
Cc1ccc(NC(=O)N2CC3CCCN3c3ccccc32)c(C)c1 (stereo not given),.,6%,.,.,.,32%[activator],-1
Cc1ccc(N2CCN(C(=O)c3cn(C)c4ccc(S(=O)(=O)N(C)C)cc4c3=O)CC2C)cc1 (stereo not given),.,-5%,.,.,.,3%,-5
COC(=O)c1ccccc1NC(=O)c1cc(=O)c2ccc(C)c(C)c2o1,.,6%,.,.,.,7%,-21
CCCN(CC1CCOC1)C(=O)Nc1ccc(C)c(F)c1 (stereo not given),i,3%,i,4%,?,74%[activator],8
CC(C)N1CCN(C(=O)C2Cn3cccc3C(=O)N2Cc2cccnc2)CC1 (stereo not given),i,5%,-5%,-5%,8%,-18%,-12
COCCOC1CCOC2(CCN(C(=O)c3ccc(OC)c(OC)c3)CC2)C1 (stereo not given),i,-1%[12.5 µM],i,-4%,7%,-8%,11
O=C(c1ccc(Cl)nc1)N1CCCC1C(=O)N1CCCC1c1nc2ccncc2[nH]1 (stereo not given),i,-3%,-21%,-2%,.,-1%,-9
CCOc1ccccc1CNC(=O)C1CCN(c2nc3ccccc3nc2C(F)(F)F)CC1,.,9%,.,.,.,-11%,-8
Cc1ccc(-c2ccc3nnc(CNC(=O)c4ccn[nH]4)n3n2)cc1C,i,-6%,-7%,i,-1%,2%,-10
Cc1ccccc1S(=O)(=O)Cc1ccc(C(=O)NC2CCCCC2)o1,.,-4%,.,.,.,-18%,13
CCCOc1ccc(CN(C(=O)Cc2coc3ccc(CC)cc23)C2CCS(=O)(=O)C2)cc1 (stereo not given),.,-4%,.,.,.,?,-6
Cc1cn2nc(C(=O)NCc3cccs3)cc2c(N2CCCC2)n1,2%,15%,-32%,4%,-10%,-25%,-4
CC(=O)N1Cc2ccccc2OC2(CCN(C(=O)Cc3ccc(O)cc3)CC2)C1,-6%,0%,?,i,.,-12%,23
CCN(CC)CCCNC(=O)CSc1nc2nc(C)c(Cc3c(F)cccc3Cl)c(C)n2n1,.,?,.,.,.,?,15
O=C1N[C@@H]2CCN(C(=O)c3ccccc3)[C@@H]2C(=O)N1c1ccc(Oc2ccccc2)cc1,4%[88.5 µM],-7%[87.6 µM],-2%[174 µM],-13%[172 µM],10%[172 µM],-28%[87.6 µM],-3
COc1ccc(CN2CC(Oc3ccc(F)cc3F)C2)cc1,3%[88.5 µM],3%[87.6 µM],-25%[138 µM],?,.,32%[activator][87.6 µM],-2
CCc1ccccc1NC(=O)Cn1c(=O)n(-c2cccc(C)c2)c(=O)c2c1c1cc(OC)ccc1n2C,.,-3%,.,.,.,-1%,4
CC(C)N(C(=O)Cn1cc(S(=O)(=O)Cc2ccc(Cl)cc2)c2ccccc21)C(C)C,.,0%,.,.,.,14%,-14
CC1=C(C(=O)O)/C(=C\CO[C@@H]2O[C@H](CO)[C@@H](O)[C@H](O)[C@H]2O)C(OC(=O)/C=C/c2ccc(O)cc2)C1 (stereo not given in full),i,-15%[23.9 µM],.,.,.,.,25
CCOC(=O)Cc1ccc(NC(=O)Nc2ccccc2OCc2cc(=O)n3ccccc3n2)cc1,.,4%,.,.,.,-3%,13
COc1cccc(S(=O)(=O)N2CCC3(CC2)CC(CC(=O)N2CCCC2)CCO3)c1 (stereo not given),5%,-6%,?,-20%,4%,-4%,30
Cc1ccc(C2Cn3nnc(C(=O)NC4CCN(Cc5ccccc5)CC4)c3CO2)cc1 (stereo not given),i,6%,?,?,-4%,-24%,9
CO[C@H]1CN(C2CCN(C(=O)Cn3cc(C)cn3)CC2)[C@H]1c1cccnc1,2%,0%,-4%,i,.,11%,8
Nc1nc(CC(=O)N2CCCC(CNC(=O)c3ccc(F)cc3)C2)cc(=O)[nH]1 (stereo not given),0%,16%,i,-2%,5%,-2%,5
Cc1nc2cccnc2n1CC1CCCN(S(=O)(=O)c2ccc(F)c(F)c2)C1 (stereo not given),3%,2%,?,?,9%,17%,-10

# Compounds from the list above containing a furan ring, fused or not, in the order listed:
SMILES,GPT2 inhibitor,SNCA viab count,3T3 cytotox,HEK cytotox,FLuc inh,SNCA expr inhib,IP6K1 inh
Cc1ccccc1S(=O)(=O)Cc1ccc(C(=O)NC2CCCCC2)o1,.,-4%,.,.,.,-18%,13
CCCOc1ccc(CN(C(=O)Cc2coc3ccc(CC)cc23)C2CCS(=O)(=O)C2)cc1 (stereo not given),.,-4%,.,.,.,?,-6

# Additional compounds.
SMILES,GPT2 inhibitor,SNCA viab count,3T3 cytotox,HEK cytotox,FLuc inh,SNCA expr inhib,IP6K1 inh
CCOC(=O)c1cccc(NC(=O)NCc2cccn2Cc2ccccc2)c1,.,2%,.,.,.,11%,0
O=C1CCC2(CCN1CC1CC1)CCN(S(=O)(=O)c1ccccc1F)CC2,i,5%,-30%,?,3%,4%,0
COCC1CCN(CC2(O)CCCN(Cc3cccc(F)c3F)C2=O)CC1 (stereo not given),2%,6%,2%,-10%,12%,4%,4
CCCc1noc(-c2cccn3c(CNC(=O)C4CCCCC4)nnc23)n1,i,1%,-3%,-3%,1%,5%,6
Cc1noc(C)c1-c1cc2c(cc(C)n2CCN(C)C)c(-c2ccccc2)n1,-3%[88.5 µM],-16%[87.6 µM],22µM*,?,-16%[172 µM],0%[87.6 µM],-3
O=c1ccn([C@@H]2O[C@H](CO)[C@@H](O)[C@H]2O)c(=O)[nH]1,i,-14%,.,.,.,.,1
CCOC(=O)C1CCN(C(=O)CSc2n[nH]c(-c3ccccc3)n2)CC1,.,-3%,.,.,.,11%,31
CO[C@H]1C(=O)N(C2CCN(C(=O)Cn3ccc(C)n3)CC2)[C@H]1c1ccncc1,i,-1%,-4%,-5%,-10%,14%,9
COc1ccc(C(=O)N2CCCC(c3nc(-c4cccnc4)no3)CCNC(=O)CC2)cc1 (stereo not given),i,4%,-6%,i,1%,-6%,10
O=C(c1ccco1)c1cn(CCOc2ccc(Cl)cc2)c2ccccc12,.,17%,.,.,.,17%,-6
O=C(N[C@@H]1CCOC[C@H]1Oc1ccccn1)c1cc(C2CC2)no1,i,11%,-8%,-1%,13%,8%,9
O=c1ncn(CC2CC2)c2ccc(-c3ccoc3)nc12,3%[88.5 µM],-5%[87.6 µM],?,i,-4%[230 µM],2%[87.6 µM],-32*
CC(C)n1c(CNC(=O)Cn2nc3c(cc2=O)CCCCC3)nc2ccccc21,-3%,0%,?,?,4%,17%,4
CCN1CCC(N2CC[C@H](CO)[C@H](N(C)C)C2)CC1,i,14%,i,-1%,.,4%,-8
COc1cccc(CN2CCOC[C@H](O)C2)c1,-1%[88.5 µM],5%[87.6 µM],1%[174 µM],i,-2%[230 µM],-9%[87.6 µM],9
CCOCCCNC(=O)C1CCN(Cc2ccccc2-c2ccccc2F)CC1,.,.,-24%,?,.,.,5

# One compound at a time, as listed above. Screens in order: GPT2 inhibitor	SNCA viab count	3T3 cytotox	HEK cytotox	FLuc inh	SNCA expr inhib	IP6K1 inh
# O=c1ccn([C@@H]2O[C@H](CO)[C@@H](O)[C@H]2O)c(=O)[nH]1 across the screens: i	-14%	.	.	.	.	1
# CCOCCCNC(=O)C1CCN(Cc2ccccc2-c2ccccc2F)CC1 across the screens: .	.	-24%	?	.	.	5
